Assay outcomes from PubChem BioAssay.
14-3-3 PPI = modulators of human 14-3-3 gamma - Raf peptide interaction; P61981; FP, 14-3-3gamma / TMR-pS259-Raf peptide binding; inhibition, % at 40 µM; hit rate 0.19% among 160,000; in the data active = inhibition above about 30%;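 also: 0% = protein plus tracer without compound and 100% = blank with tracer alone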
Target sequence (P61981 whole entry, looked up): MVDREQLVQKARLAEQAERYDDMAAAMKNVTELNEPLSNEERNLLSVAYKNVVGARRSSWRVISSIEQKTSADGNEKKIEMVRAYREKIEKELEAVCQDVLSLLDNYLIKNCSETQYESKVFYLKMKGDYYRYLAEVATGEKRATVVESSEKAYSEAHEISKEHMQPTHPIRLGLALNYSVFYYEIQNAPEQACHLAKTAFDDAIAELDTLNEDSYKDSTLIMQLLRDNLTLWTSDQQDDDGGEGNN
Active calls of the source: *; & = joins results of further samples. This is a subset (hit frequency here may not be typical).

smiles | 14-3-3 PPI
COc1ccc(C2(c3ccc(OC)cc3OC)C=Cc3c(ccc4ccccc34)O2)c(OC)c1 | -1.5
O=C(OCCCN1CCCCC1)c1ccc(O)cc1 | -17.0
CCOC(=O)C1=C(N)N(c2ccc(C)cc2)C2=C(C(=O)CCC2)C1c1ccc(Br)s1 (stereo unspecified) | -9.8
c1ccc(-c2ccc(CSc3nc4ccccc4[nH]3)cc2)cc1 | -12.2
O=C(c1ccccc1Cl)N1CCN(C2=NS(=O)(=O)c3ccccc32)CC1 | -4.5
Cc1ccccc1C(=O)N1N=C(c2ccc(NS(C)(=O)=O)cc2)CC1c1ccco1 (stereo unspecified) | -15.0
COc1ccccc1N(CC(=O)NC1CC1)S(C)(=O)=O | 2.8
O=C(COc1ncnc2c(Cl)cc(Cl)cc12)N1CCCCC1 | 1.8
Cc1cc(NC(=O)C2CCN(S(=O)(=O)c3cccnc3)CC2)ccc1Br | -5.3
CCCCOC(=O)C1=C(C)NC2=C(C(=O)CC(C)(C)C2)C1c1ccc(O)cc1 (stereo unspecified) | -2.3
CCOC(=O)C1CCCN(c2c(NCCCN(CC)c3ccccc3)c(=O)c2=O)C1 (stereo unspecified) | -7.9
Cc1ccccc1CSC1=NCCN1C(=O)c1ccc2c(c1)OCO2 | -1.0
COc1cc(C2CC(c3ccc(Cl)cc3)Nc3nnnn32)cc(OC)c1OC (stereo unspecified) | -6.1
CCN(CC)c1ccc(C=Nc2ccc(NC(C)=O)cc2)c(O)c1 | -12.0
CCCN1C2CCCC1CC(NC(=O)c1ccccc1OCC)C2 (stereo unspecified) | -1.9
O=C(NCc1ccccc1)C(=O)NCc1ccccn1 | 10.1
Cc1ccccc1NC(=O)C12CC3CC(CC(C3)C1)C2 | -2.0
NC(=O)c1c(O)c2c([nH]c1=O)CCCC2 | -0.5
O=C(CCn1nc(-c2ccccc2)c2ccccc2c1=O)NCC1CCCO1 (stereo unspecified) | -3.9
O=C(NC1(C(F)(F)F)NC(=O)N(Cc2ccco2)C1=O)c1ccccc1F (stereo unspecified) | 3.4
O=C(Nc1sccc1C(=O)N1CCOCC1)c1cccnc1 | -12.4
CC(C)NC(=O)c1cc2nc(-c3cccs3)cc(C(F)(F)F)n2n1 | -10.6
CCCC(C(=O)NC1CCCC1)N(CC1CCCO1)C(=O)c1snc(C(N)=O)c1N (stereo unspecified) | -2.5
Cc1nn(C)c(N)c1C(O)(c1nccn1C)C(F)(F)F (stereo unspecified) | 0.0
CCCOc1ccc(C2NC(=O)NC(C)=C2C(=O)OCCCBr)cc1 (stereo unspecified) | -11.9
COCCN1C(=O)C(O)=C(C(C)=O)C1c1ccc(F)cc1 (stereo unspecified) | 9.0
COc1ccc(NC(C)=O)cc1NC(C)C(=O)Nc1ccccc1F (stereo unspecified) | -21.8
CCOC(=O)C1=CN(c2ccc(F)cc2)C=C(C(=O)OCC)C1c1ccc(OC)c(Br)c1 | -9.4
Cc1ccc(NC(=O)c2oc3ccccc3c2NC(=O)c2ccc3c(c2)OCO3)cc1 | 3.2
COc1ccc(N2Cc3cccc(C(=O)NC(C)CCc4ccco4)c3C2=O)cc1 (stereo unspecified) | -12.9
CC1=C(C(=O)Nc2ccc(C)cn2)C(c2ccc(F)cc2)C2=C(CC(C)(C)CC2=O)N1 (stereo unspecified) | -2.3
O=C(CCNS(=O)(=O)c1cccs1)Nc1nccs1 | -7.7
COc1cccc(C2CC(=O)Nc3cc4c(cc32)OCCO4)c1OC(C)C (stereo unspecified) | 0.6
COc1cc(OC)cc(-c2nc(-c3ccc(Br)cc3)no2)c1 | 5.0
CCOc1ccc(N(CC(=O)N2CCC(C)CC2)S(=O)(=O)c2ccc(C)cc2)cc1 | -3.2
CCN1CCN(C(=O)c2ccc(NS(=O)(=O)c3ccccc3)cc2)CC1 | 1.8
O=C(CCCN1C(=O)c2cccnc2C1=O)Nc1ccc(Cl)c(C(F)(F)F)c1 | -9.8
O=C(CSc1nc2ccccc2c(=O)n1-c1ccc(F)cc1)c1ccc(Cl)cc1 | 1.7
O=C(CCN1C(=O)c2ccccc2C1=O)Nc1sc2c(c1C(=O)NCc1ccco1)CCCC2 | 2.4
CC1(C)Cc2[nH]ccc2C(C)(C)N1 | -26.9
Cc1ccc(Sc2ccc(C(=O)NCCC(C)C)cc2N)cc1 | -6.7
C=CCn1cc(F)c(=O)n(CC=C)c1=O | -0.4
Cc1c(Cl)cccc1-n1nnnc1-c1cccs1 | -8.8
O=C(Nc1ccc(N2C(=O)c3ccccc3C2=O)cc1)c1ccc([N+](=O)[O-])cc1 | -0.9
COc1ccc(/C(O)=C2\C(=O)C(=O)N(Cc3ccncc3)C2c2ccc(OC)cc2)cc1 (stereo unspecified) | -5.2
CCCSc1nc(C)c(-c2csc(C(C#N)=C3CCCC3)n2)cc1C#N | -32.4
Cc1c(C(=O)c2no[n+]([O-])c2C(=O)c2cnn(C)c2C)cnn1C | 0.2
COc1ccccc1N1CCN(C(=O)c2oc3cc(C)c(C)cc3c2C)CC1 | -10.3
Cc1cc(=O)oc2cc(OC(C)C(=O)N3CCCc4ccccc43)ccc12 (stereo unspecified) | -3.6
O=C(NCc1ccc(F)cc1)c1cc(=O)n(Cc2ccc(Cl)cc2)c2ccccc12 | -0.9
CCSc1nnc(NC(=O)CSc2nc(C)cc(C)n2)s1 | -4.8
ClC12CC3CC(C1)CC(CN=Cc1cccs1)(C3)C2 | -3.4
Cc1ccnc(N2C(=O)c3ccccc3C2Nc2ccc3c(c2)OCCO3)c1 (stereo unspecified) | -1.6
O=C(C1CCCN(Cc2ccccc2F)C1)N1CCCC1 (stereo unspecified) | 4.0
O=C(Nc1ccccc1C(=O)Nc1ccccn1)c1ccccc1 | -4.1
CCCCc1ccc(NC(=O)CSc2nccn2-c2ccccc2)cc1 | 3.3
CC(C(=O)NC(=O)NC1CCCCC1)N1CCN(c2ccccn2)CC1 (stereo unspecified) | 4.6
CSc1c(CC(=O)O)n(C)c2ccccc12 | -3.4
CCOC(=O)c1cc2oc(C)cc2n1CC(=O)OC1CCCCC1 | 1.8
Cc1ccc(NC(=O)CSc2nc3nc(C)c(Cc4ccccc4)c(C)n3n2)cc1C | -6.3

The listing continues:
smiles | 14-3-3 PPI
Cc1ccc2nc(-c3ccccn3)cc(C(=O)N3CCN(c4ncccn4)CC3)c2c1 | -1.5
Cc1ccc(C(=O)NCc2n[nH]c(=S)n2Cc2ccccc2)cc1C | 29.2
CC1CCc2c(sc3nc[nH]c(=O)c23)C1 (stereo unspecified) | -1.1
COc1ccc(C(=O)Nc2ccc(N3CCOCC3)cc2)cc1OC | 2.1&-9.5
O=C(NC(Cc1ccc2c(c1)OCO2)C(=O)N1CCCC1C(=O)O)c1ccccc1 (stereo unspecified) | -2.8
COC(=O)C1=CN(CCCN2CCCC2=O)C=C(C(=O)OC)C1c1ccccc1C(F)(F)F | -2.7&-2.5
CSc1nc(C)cc(NC(N)=O)n1 | 4.6
CC(C(=O)O)N1C(=O)c2cccc3cccc1c23 (stereo unspecified) | 4.3
CCOC(=O)c1ccc(CN(Cc2ccccc2C)S(=O)(=O)c2ccc(F)cc2)cc1 | 5.2
O=C1C(=O)N(CCN2CCOCC2)C(c2ccco2)/C1=C(\O)c1ccccc1 (stereo unspecified) | -16.1
CCOC(=O)CNC(=O)Cn1cnc2sc(C)c(S(=O)(=O)N3CCOCC3)c2c1=O | -1.7
Oc1ccccc1C1CC(c2ccc3c(c2)OCO3)NC(c2cccc(F)c2)N1 (stereo unspecified) | -12.2
CCCCn1c(C(C)O)nc2ccccc21 (stereo unspecified) | -0.5
NC(=O)CNC(=O)C1CCCc2c1[nH]c1ccc(Cl)cc21 (stereo unspecified) | -3.9
O=C(O)CCC(=O)Nc1cc2c(cc1Br)OCCO2 | -1.0
COC(=O)C(NC(=O)c1ccccc1)=C1CCCCC1 | -3.4
CCOC(=O)C1=C(CS(=O)(=O)c2ccc(F)c(C)c2)NC(=O)NC1c1ccc(O)c(O)c1 (stereo unspecified) | 1.1
CCc1ccccc1NC(=O)c1ccc(Br)o1 | -7.2
CCSc1c(-c2ccc3ccccc3n2)cnc2ccccc12 | -7.2
COc1ccc(OC)c(NC(=O)CN2C(=O)c3ccccc3S2(=O)=O)c1 | -1.2
O=C(Nc1cccc(Cl)c1)c1cc(S(=O)(=O)N2CCOCC2)ccc1F | -5.5
O=C(Nc1ccccc1C(=O)Nc1cccc2ccccc12)c1ccc([N+](=O)[O-])cc1 | -85.8
Cc1cc(C2Nc3ccc(C(=O)c4ccccc4)cc3NC3=C2C(=O)CC(C)(C)C3)cc(C)c1O (stereo unspecified) | -26.1
CC(C)(C)C(=O)CSc1nc2cc(C(=O)N3CCOCC3)ccc2c(=O)n1CCc1ccccc1 | 14.2
COC(=O)c1ccc(CN(C(C)=O)c2ccccc2)o1 | 1.6
O=c1c2ccccc2nnn1Cc1nnc(-c2ccccc2Br)o1 | -0.8
CCCC12CN3CC(C)(CN(C1)C3c1ccc([N+](=O)[O-])o1)C2=O (stereo unspecified) | -143.4
O=C1C(Cl)=C(N(Cc2ccccc2)Cc2ccccc2)C(=O)N1c1ccc(Cl)cc1 | -87.1
CCCCCOc1ccc(C2CC(=O)CC(=O)C2C(=O)OCC)cc1 (stereo unspecified) | -11.3
CCN1CCCc2cc(O)ccc21 | 15.2
Cc1ccc(-c2noc(CCC(=O)NCCCN3CCc4ccccc4C3)n2)cc1 | 9.3
Cc1cc(C)c2c(=O)[nH]c(SCC(=O)c3ccc(Br)cc3)nc2n1 | -11.7
COCCN1CCn2c(nc3cc(NC(=O)c4ccc(OC)cc4)ccc32)C1 | -18.0
CCc1ccc(-c2csc(NC(=O)C3C4CCC(C4)C3C(=O)O)n2)cc1 (stereo unspecified) | 1.5
COc1ccc(C2C(C#N)=C(N)N3C(=C2C#N)Sc2ccccc23)cc1 (stereo unspecified) | -18.4
COc1ccc(OC(=O)c2cccc([N+](=O)[O-])c2)c(C(C)=O)c1 | 9.2

Part of the list above, with values ahead of the structure.
14-3-3 PPI	structure
-0.8	O=c1c2ccccc2nnn1Cc1nnc(-c2ccccc2Br)o1
-143.4	CCCC12CN3CC(C)(CN(C1)C3c1ccc([N+](=O)[O-])o1)C2=O (stereo unspecified)
-87.1	O=C1C(Cl)=C(N(Cc2ccccc2)Cc2ccccc2)C(=O)N1c1ccc(Cl)cc1
-11.3	CCCCCOc1ccc(C2CC(=O)CC(=O)C2C(=O)OCC)cc1 (stereo unspecified)
15.2	CCN1CCCc2cc(O)ccc21
9.3	Cc1ccc(-c2noc(CCC(=O)NCCCN3CCc4ccccc4C3)n2)cc1

Continuation.
smiles | 14-3-3 PPI
Cc1ccc(CN2C(=O)CCC2C(=O)NC2CCCC2)cc1 (stereo unspecified) | 9.6&1.8
CCCS(=O)(=O)c1c(S(=O)(=O)CCC)c2ccccn2c1C(=O)c1ccc(C)cc1 | -1.0
O=C(O)C1C2CCC(C2)C1C(=O)N1CCN(c2ccccc2F)CC1 (stereo unspecified) | 43.5*
CCCn1cnc2sc(C(=O)Nc3ccc(Oc4ccc(Cl)cc4)cc3)c(C)c2c1=O | -11.3
CCCCCCC(=O)Nc1ccc(Cl)cn1 | -2.2
Cc1ccc(-c2cc(C(=O)Nc3cc(C(=O)O)ccc3C)c3ccccc3n2)cc1 | -4.0
COc1ccc(CCNC(=O)C2CC(=O)N(C3CCCCCCC3)C2)cc1OC (stereo unspecified) | -5.5
Nc1nc2c(ncn2COCCO)c(=O)[nH]1 | -3.9&6.2
CC(C)N(C(=O)c1ccc(C(=O)Nc2ccccn2)cc1)C(C)C | -4.9
CCCCc1ccc(NC(=O)N[C@H](C(=O)O)C(C)CC)cc1 (stereo partly specified) | -4.7
CC1CCN(CCNC(=O)C2CCN(S(=O)(=O)c3cccc4nsnc34)CC2)CC1 | -7.0
CCOC(=O)C(C(=O)N1CCCc2ccccc21)C1CCCCC1 (stereo unspecified) | -0.9
COc1cccc(C(=O)Nc2cc(-c3nc4ccccc4[nH]3)ccc2C)c1 | -24.8
CC(C)CC(=O)N1CCN(C(=O)c2cccc(F)c2)CC1 | -2.0
CCOc1nc(-c2ccccc2)ccc1-c1noc(-c2cccnc2)n1 | -4.2
CCCOc1ccc2oc(=O)c3c(c2c1)CCCN3C(=O)CN1CCC(C)CC1 | -9.7
O=C(CSC(=O)c1ccccc1)Nc1ccc(Cl)cn1 | -4.6
O=C(CSc1nnc(-c2ccccc2)n1Cc1ccccc1)N1CCOCC1 | -1.0
O=C(Nc1ccccc1C(=O)NCc1cccnc1)c1ccco1 | -5.0
O=C(CN1C(=O)c2ccccc2Sc2ccc(C(=O)N3CCCC3)cc21)NCCc1ccccc1 | -29.2
COc1ccc(Cl)cc1NS(=O)(=O)c1ccc2c(c1)CCN2C(=O)C1CC1 | -41.5
COC(=O)c1[nH]c2cccc(OC)c2c1NC(=O)CN1CCOCC1 | -2.3
CCOc1ccc2nc(N3CCCCC3)sc2c1 | -9.3
COc1ccc(C2C3=C(CCCC3=O)Nc3nc(SCc4ccc5ccccc5c4)nn32)cc1 (stereo unspecified) | 1.6
O=C(c1nn2c(c1Br)NC(c1cccs1)CC2C(F)(F)F)N1CCCc2ccccc21 (stereo unspecified) | 1.4
Cc1ccc(/C(O)=C2\C(=O)C(=O)N(c3nnc(C)s3)C2c2ccc(C)cc2)cc1 (stereo unspecified) | -5.2
CCOC(=O)c1c(NC(=O)c2cccc(C)c2)sc(C(=O)Nc2ccc(C)c(Cl)c2)c1C | -19.1
CCCCCOc1ccc(CN2CCOCC2)cc1Cl | -10.0

Structures listed above printed as active in 14-3-3 PPI:
smiles | 14-3-3 PPI
O=C(O)C1C2CCC(C2)C1C(=O)N1CCN(c2ccccc2F)CC1 (stereo unspecified) | 43.5*
